# Screening data: PubChem BioAssay, several laboratories
# LMP1 NFkB inh: inhibitors of Epstein-Barr LMP1-induced NF-kappaB reporter. LMP1-induced NF-kappaB luciferase reporter cells, luminescence. inhibition, % at 12.5 µM. 350,000 compounds, 0.69% hits; in the data active = inhibition above about 41%;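 also: 0% = neutral control wells and 100% = reference inhibitor control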
# NR5A2 inv ag: inverse agonists of human LRH-1 (NR5A2) | O00482 | 360,000 compounds, 0.13% hits | HEK293T StAR-luciferase reporter, LRH-1 transfected, 24 h | inhibition, % at 3.6 µM;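 active = inhibition above the mean inhibition of all tested compounds plus 3 SD, cut at about 73% in these data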;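 also: 0% = DMSO wells and 100% = reporter-only cells lacking LRH-1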
# C8 TRAIL sens: sensitizes caspase-8 expressing cells to TRAIL; inhibition (viability loss, TRAIL sensitization), % at 10 µM; NB7+C8 cells + TRAIL, ATPlite viability luminescence; 360,000 compounds, 1% hits;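 active = compounds causing at least 50% loss of cell viability in the single-dose screen, relative to plate controls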
# NCOA3 inh: inhibits human SRC3 coactivator; 360,000 compounds, 0.17% hits; inhibition, % at 3.6 µM; AID 588352; HEK293 GAL4-SRC3 luciferase reporter, luminescence; Q9Y6Q9;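 active = inhibition above a per-campaign cutoff, the mean of all compounds plus 3 SD, cut at about 60% in these data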;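 also: 0% = DMSO-treated cells and 100% = gossypol-treated cells at 36 µM; higher means less SRC3-driven luciferase light from the GAL4 reporter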
# NCOA2 inhibitor: inhibits human steroid receptor coactivator 2 | HEK293 GAL4-SRC2 luciferase reporter, luminescence | AID 651957 | 370,000 compounds, 0.17% hits | inhibition, % at 9 µM | Q15596;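 active = inhibition above the mean inhibition of all tested compounds plus 3 SD, set per campaign, cut at about 52% in these data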;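 also: 0% = DMSO treated cells and 100% = cells given Gossypol at 36 µM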
# KKLEB tox: counter-screen for CF NF-kB inhibitors: cytotoxicity; 360,000 compounds, 0.36% hits; KKLEB CF airway cells viability, ATPlite luminescence, overnight; hits give low values; cells stimulated with P. aeruginosa culture filtrate; activity change (cytotoxicity), % at 5 µM;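 active = corrected activity change at or below -50% at 5 µM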
# CF NFkB block: inhibitors of cystic fibrosis induced NF-kB. KKLEB NF-kB-GFP reporter, PAF-induced, GFP fluorescence overnight. inhibition, % at 5 µM. 360,000 compounds, 0.86% hits. AID 588850;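 active = at least 50% inhibition at 5 µM, scaled per plate between neutral and stimulator controls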;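 also: PAF is a Pseudomonas aeruginosa culture filtrate used as stimulus; plate controls were PAF-stimulated DMSO wells for no effect and unstimulated DMSO wells for full effect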
# SRC1 inh: human NCOA1 inhibition | HEK293 GAL4-SRC1 luciferase reporter, luminescence | inhibition, % at 3.6 µM | 360,000 compounds, 0.12% hits | AID 588354;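 active = inhibition above the campaign mean plus 3 SD, with each screening campaign given its own cutoff, cut at about 60% in these data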;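 also: 0% = DMSO treated cells and 100% = gossypol at 36 µM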
# TROY NFkB inh: TROY signaling inhibition. inhibition, % at 10 µM. 360,000 compounds, 0.98% hits. Q293 LMP1-TROYcd NF-kB luciferase reporter, 4 h. AID 1347056;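 active = compounds whose plate-normalised and pattern-corrected inhibition of the luciferase reporter signal at the single screening dose is 50% or more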
# TWEAK Fn14 block: blocks TWEAK-Fn14 interaction in a reporter cell assay; TWEAK-stimulated Fn14 reporter cells, luciferase luminescence, 8 h; inhibition, % at 10 µM; 360,000 compounds, 2% hits; AID 1159606; in the data active = inhibition above about 50%
# NR2F2 inh: blocks human COUP-TFII nuclear receptor; 370,000 compounds, 0.7% hits; HEK293T NGFI-A luciferase reporter, luminescence; AID 686940; inhibition, % at 8.6 µM;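 active = inhibition above a per-plate cutoff, mean inhibition of test wells between control levels plus 3 SD, cut at about 38% in these data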;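 also: cells cotransfected with COUP-TFII expression vector driving the NGFI-A reporter; 0% = median of COUP-TF2 test wells and 100% = reporter-only cells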
# * = called active by the depositor; x = no result given; & = joins results of further samples.
entry	canonical_smiles	LMP1 NFkB inh	NR5A2 inv ag	C8 TRAIL sens	NCOA3 inh	NCOA2 inhibitor	KKLEB tox
1	NC1CC2CCCCC2CC1(O)c1ccccc1 (stereo unspecified)	-4	5	-11	-11	12	-3
2	COC(=O)C1=C(c2ccc(OCc3ccccc3)cc2)C[C@@H]2CC[C@H]1N2C(=O)NCc1ccccc1OC	3	-7	2	-6	15	8
3	COc1ccc(CC2C(=O)NC(C)C(=O)N(C)C3C(=O)N(C)C(Cc4ccc(O)c(c4)Oc4ccc(cc4)C3O)C(=O)NC(C)C(=O)NC(C)C(=O)N2C)cc1 (stereo unspecified)	85*	99*	66*	94*	75*	-49
4	COCCNC(=O)Cn1cc(/C=C2\C(=O)NC(=O)N(c3ccccc3F)C2=O)c2ccccc21	-3	6	-9	-5	22	8
5	Cc1c(C)c2cc(Cl)c(OCC(=O)N3C[C@H]4C[C@@H](C3)c3cccc(=O)n3C4)cc2oc1=O	-2	-24	5	1	19	6
6	O=C1NC(=O)N(Cc2ccccc2)C(=O)/C1=C\N1CCCc2ccccc21	4	6	-8	11	0	-8
7	COC(=O)C1=C(c2ccc(OCc3ccccc3)cc2)C[C@@H]2CC[C@H]1N2C(=O)NCc1ccc(OC)cc1	0	-8	-4	24	9	-14
8	Cn1c(CN2CCN(C(=O)COc3ccccc3)CC2)nc2cc([N+](=O)[O-])ccc21	16	-17	-2	10	10	13
9	C=CCn1c(O)c(C(C)=NCCCN2CCOCC2)c(=O)[nH]c1=O	-15	-8	6	7	-3	-1
10	Cc1ccc2c(c1)CC1(CN2C)C(=O)NC(=O)N(c2ccc(C)c(C)c2)C1=O (stereo unspecified)	-10	11	2	-5	-20	-1

entry	CF NFkB block	SRC1 inh	TROY NFkB inh	TWEAK Fn14 block	NR2F2 inh
1	27	3	-8	-1	14
2	6	-10	13	36	22
3	82*	96*	87*	102*	89*
4	-4	-11	18	34	2
5	-13	-12	-10	2	-15
6	0	-13	6	29	0
7	-3	10	22	49	5
8	-11	8	1	13	8
9	-13	7	-19	4	6
10	-14	-2	21	8	1

# Gathered by group: the entries above with a halogen.
entry	canonical_smiles	LMP1 NFkB inh	NR5A2 inv ag	C8 TRAIL sens	NCOA3 inh	NCOA2 inhibitor	KKLEB tox
4	COCCNC(=O)Cn1cc(/C=C2\C(=O)NC(=O)N(c3ccccc3F)C2=O)c2ccccc21	-3	6	-9	-5	22	8
5	Cc1c(C)c2cc(Cl)c(OCC(=O)N3C[C@H]4C[C@@H](C3)c3cccc(=O)n3C4)cc2oc1=O	-2	-24	5	1	19	6

entry	CF NFkB block	SRC1 inh	TROY NFkB inh	TWEAK Fn14 block	NR2F2 inh
4	-4	-11	18	34	2
5	-13	-12	-10	2	-15

# Some of the entries so far, as tab-separated lines:
cpd	canonical_smiles	LMP1 NFkB inh	NR5A2 inv ag	C8 TRAIL sens	NCOA3 inh	NCOA2 inhibitor	KKLEB tox	CF NFkB block	SRC1 inh	TROY NFkB inh	TWEAK Fn14 block	NR2F2 inh
9	C=CCn1c(O)c(C(C)=NCCCN2CCOCC2)c(=O)[nH]c1=O	-15	-8	6	7	-3	-1	-13	7	-19	4	6
4	COCCNC(=O)Cn1cc(/C=C2\C(=O)NC(=O)N(c3ccccc3F)C2=O)c2ccccc21	-3	6	-9	-5	22	8	-4	-11	18	34	2

# (further entries)
entry	canonical_smiles	LMP1 NFkB inh	NR5A2 inv ag	C8 TRAIL sens	NCOA3 inh	NCOA2 inhibitor	KKLEB tox
11	Cc1cc(C(=O)OC(C)C(=O)Nc2ccccc2)c(C)n1C1CC1 (stereo unspecified)	-5	26	-14	-15	-4	-2
12	CCOP(=O)(OCC)C(NC(=O)CC(C)C)C(Cl)(Cl)Cl (stereo unspecified)	-7	11	2	-3	-25	-8
13	CCN(C=C1CC2C3CC=C4CC(O)CCC4(C)C3CCC2(C)C1=O)CC (stereo unspecified)	-2	5	-9	10	-11	-12
14	CCc1sc(C(=O)N2CCC3(CC2)OCCO3)cc1Br	-1	-10	-6	15	-9	9
15	CN1C(=O)N(C)C(=O)C2(Cc3c(ccc4ccccc34)N(C)C2)C1=O	-4	11	-2	-8	11	-7
16	CC(/C=C(\C)Nc1ccccc1)=Nc1ccccc1	-7	-11	-3	-2	-20	-1
17	O=C(CN1C(=O)CN=C(c2ccccc2)c2ccccc21)NCc1ccco1	-5	-3	1	9	-2	1
18	COc1ccc(-c2nn(Cc3ccccc3)cc2C(=O)NC2CC2)cc1OC	0	4	-21	22	-10	13
19	CCOc1cc2c(cc1OCC)-n1cccc1C(c1ccccc1O)NC2 (stereo unspecified)	10	17	6	9	-10	-17
20	Cc1cc(/C=C2\C(=O)NC(=O)N(Cc3ccccc3)C2=O)c(C)n1-c1ccc(Cl)c(C(=O)O)c1	-6	9	-7	2	-13	-18

entry	CF NFkB block	SRC1 inh	TROY NFkB inh	TWEAK Fn14 block	NR2F2 inh
11	8	5	10	-14	14
12	2	3	9	-1	-1
13	13	1	7	-26	2
14	-9	16	10	1	2
15	-7	8	12	12	17
16	-7	2	-8	14	-2
17	3	-6	-22	-11	0
18	2	-32	-26	6	-9
19	22	18	10	18	13
20	21	-8	-36	-4	12

# (next part)
entry	canonical_smiles	LMP1 NFkB inh	NR5A2 inv ag	C8 TRAIL sens	NCOA3 inh	NCOA2 inhibitor	KKLEB tox
21	C[C@]12N[C@H](Cc3ccccc31)c1ccccc12	3&-5	-17&-19	-2&-6	-12&-3	-8&-32	-24&-18
22	O=C(COc1ccccc1)N1CCN(C2CCCC2)CC1	-14	1	3	-9	0	6
23	Cn1c(O)c(/C=N/N2CCOCC2)c(=O)n(C)c1=S	-1	26	-23	11	-4	5
24	CCC(C)N1Cc2ccccc2C1=N (stereo unspecified)	-5	8	-17	17	-16	-11
25	CCOC(=O)CNC(=O)N1Cc2cc(-c3ccccc3)ccc2-n2nncc2C1	x	-5	-6	12	-5	0
26	CN(C)P(=O)(C(Cl)=C(N1CCCCC1)N1CCCCC1)N(C)C	-2	18	2	22	9	4
27	CC(=O)Nc1nnc(CCN(CCc2nnc(NC(C)=O)s2)[N+](=O)[O-])s1	2	-5	6	-14	18	-10
28	O=C1/C(=C\c2ccc(Cl)c(Cl)c2)N2CCC1CC2	-2	6	18	16	6	0
29	Fc1ccc(CNC2CN3CCC2CC3)cc1 (stereo unspecified)	4	-2	-8	2	23	-4
30	COc1ccc(CC(=O)Nc2ccc3c(C(F)(F)F)cc(=O)oc3c2)cc1OC	0	10	8	20	-29	8

entry	CF NFkB block	SRC1 inh	TROY NFkB inh	TWEAK Fn14 block	NR2F2 inh
21	3&-16	1&-13	-12&-12	2&8	-18&-12
22	6	-35	1	21	-1
23	27	-4	10	-37	1
24	7	0	9	1	9
25	-5	13	-18	10	-8
26	14	16	16	-3	-11
27	4	-1	7	14	10
28	-14	-8	4	-5	9
29	-25	5	-3	0	3
30	-3	8	-6	-7	0

# More records.
entry	canonical_smiles	LMP1 NFkB inh	NR5A2 inv ag	C8 TRAIL sens	NCOA3 inh	NCOA2 inhibitor	KKLEB tox
31	CN(C)C(=O)Oc1ccnc2cc(Cl)ccc12	2	-10	-3	14	-20	0
32	O=C1NC(=O)N(Cc2ccc(F)cc2)C(=O)/C1=C\c1ccc([N+](=O)[O-])s1	-1	8	-6	6	-9	3
33	CNS(=O)(=O)c1ccc(N=Cc2c(O)n(-c3ccccc3)c(=O)[nH]c2=O)cc1	2	-4	14	-1	18	1
34	Cc1ccc(C2CN(C)CC2C(=O)c2ccc(F)cc2)cc1 (stereo unspecified)	-2	0	8	9	-28	3
35	N#Cc1ccccc1NC(=O)CN1CC=C(c2ccccc2)CC1	0	13	-1	13	-3	-3
36	C[C@]12CCC3C(CC[C@H]4C[C@@H](O)CC[C@]34C)C1CC[C@@]2(O)C(F)(F)F (stereo partly specified)	x	15	-8	-2	16	-4
37	CCC(=NCc1ccco1)c1c(O)[nH]c(=O)[nH]c1=O	4	-4	-7	12	5	1
38	Clc1cccc(CNCCc2c[nH]c3ccccc23)c1	3	16	-12	6	8	-12
39	CCC1(C2=NCCN2)Cc2ccccc2O1 (stereo unspecified)	5	4	7	12	-16	18
40	O=C(NC1CN2CCC1CC2)c1cccc(Cl)c1 (stereo unspecified)	-34	-12	0	13	-30	2

entry	CF NFkB block	SRC1 inh	TROY NFkB inh	TWEAK Fn14 block	NR2F2 inh
31	-7	4	5	-5	13
32	-2	10	30	-32	0
33	0	5	-15	-5	-6
34	-2	-1	58*	6	2
35	2	-31	9	-6	4
36	-4	5	-10	-13	20
37	-7	3	0	-15	-15
38	25	14	-4	-30	-1
39	-4	-7	-3	2	-13
40	1	-11	9	6	-19

# (listing goes on)
entry	canonical_smiles	LMP1 NFkB inh	NR5A2 inv ag	C8 TRAIL sens	NCOA3 inh	NCOA2 inhibitor	KKLEB tox
41	COC(=O)C1=C(c2cccc(OC)c2OC)C[C@@H]2CC[C@H]1N2C(=O)NCC1CC1	3	-12	-10	-35	-10	-1
42	COC(=O)C1=C(c2ccc(F)cc2OCc2ccccc2)C[C@@H]2CC[C@H]1N2C(=O)NCc1ccc2[nH]ccc2c1	10	-14	7	-1	7	2
43	N=C1C(c2ccccc2)=C(O)CN1Cc1ccco1	-5	2	-7	23	6	8
44	CN(C(=O)Oc1ccc(Cl)c2cccnc12)c1ccccc1	-2	-5	-2	28	-4	11
45	CCCOC(=O)c1ccccc1C(=O)OCCC	3	7	-2	-2	-46	-2
46	O=S(=O)(F)c1ccc2nc(-c3cccc(Sc4ccccc4)c3)cc(Cl)c2c1	-3	-1	-20	12	-22	-9
47	ClCC(Br)CBr (stereo unspecified)	-6	0	2	-11	1	11
48	CC(C)n1c(=O)c(C=Nc2cccc([N+](=O)[O-])c2)c(O)n(CCc2ccccc2)c1=O	-2	4	3	8	-1	-7
49	N/C(=N\[N+](=O)[O-])N1CCN(C(=O)OC2CCCC2)CC1	-3	11	-1	11	-14	-4
50	FC(F)(F)Oc1ccc(C2NCc3ccccc3-n3cccc32)cc1 (stereo unspecified)	28	4	-10	-10	-9	-3
51	FC(F)=C(F)CCSc1ncn[nH]1	2	7	0	13	-20	-7
52	CCC(c1nnnn1C1CCCCC1)N1CCC2(CC1)C(=O)NCN2c1ccccc1 (stereo unspecified)	x	-2	0	26	24	-5
53	CO[C@@H]1C=CC23c4cc5c(cc4CO[C@]2(O)CN(C)[C@H]3C1)OCO5 (stereo partly specified)	-26	-4	-11	5	-37	-12

entry	CF NFkB block	SRC1 inh	TROY NFkB inh	TWEAK Fn14 block	NR2F2 inh
41	1	6	-31	-14	-4
42	-15	5	7	-5	-2
43	-41	15	6	13	-12
44	-22	-5	-17	-21	3
45	7	-14	6	17	-12
46	-5	2	20	-19	-6
47	-17	2	17	1	11
48	-5	-56	14	-1	9
49	-1	-11	22	14	17
50	-8	12	3	0	5
51	-3	12	-14	-15	-3
52	-23	18	-8	-12	6
53	-11	16	-10	6	-21

# These rows are one share of the data. The share of hits here may be higher or lower than overall.
